# From PubChem
# TDP-43 yeast inh: qHTS of TDP-43 Inhibitors; TDP-43 expressing yeast growth rescue, BacTiter-Glo, 24 h; Potency, µM (top dose mostly 46.1 µM), inactives show at the highest dose growth rescue (activation), most hits filed as activators; 1.8% of 410,000 active; further: % of control where 0% means no effect; nearly all actives have a fitted effect of over 50% in size
#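 Growth rescue of TDP-43-toxic yeast measured as ATP luminescence (BacTiter-Glo). Cells grown to mid-log in raffinose, induced in galactose at OD600=0.02, exposed to compound 24 hr at 30 deg C.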
# EPAC1 agonist: qHTS for Agonist of cAMP-regulated guanine nucleotide exchange factor 3 (EPAC1): primary screen; Rap guanine nucleotide exchange factor 3 (Homo sapiens), O95398; Potency, µM (titrated, usually from 154 µM), for the others: top-dose activation, actives largely listed as activators; 0.073% of 360,000 active; EPAC1 agonist qHTS, biochemical assay; response scale: 100% = response to 6.5 mM cAMP; further: nearly all actives have a fitted effect of over 60% in size
# Target sequence (O95398 whole entry, looked up): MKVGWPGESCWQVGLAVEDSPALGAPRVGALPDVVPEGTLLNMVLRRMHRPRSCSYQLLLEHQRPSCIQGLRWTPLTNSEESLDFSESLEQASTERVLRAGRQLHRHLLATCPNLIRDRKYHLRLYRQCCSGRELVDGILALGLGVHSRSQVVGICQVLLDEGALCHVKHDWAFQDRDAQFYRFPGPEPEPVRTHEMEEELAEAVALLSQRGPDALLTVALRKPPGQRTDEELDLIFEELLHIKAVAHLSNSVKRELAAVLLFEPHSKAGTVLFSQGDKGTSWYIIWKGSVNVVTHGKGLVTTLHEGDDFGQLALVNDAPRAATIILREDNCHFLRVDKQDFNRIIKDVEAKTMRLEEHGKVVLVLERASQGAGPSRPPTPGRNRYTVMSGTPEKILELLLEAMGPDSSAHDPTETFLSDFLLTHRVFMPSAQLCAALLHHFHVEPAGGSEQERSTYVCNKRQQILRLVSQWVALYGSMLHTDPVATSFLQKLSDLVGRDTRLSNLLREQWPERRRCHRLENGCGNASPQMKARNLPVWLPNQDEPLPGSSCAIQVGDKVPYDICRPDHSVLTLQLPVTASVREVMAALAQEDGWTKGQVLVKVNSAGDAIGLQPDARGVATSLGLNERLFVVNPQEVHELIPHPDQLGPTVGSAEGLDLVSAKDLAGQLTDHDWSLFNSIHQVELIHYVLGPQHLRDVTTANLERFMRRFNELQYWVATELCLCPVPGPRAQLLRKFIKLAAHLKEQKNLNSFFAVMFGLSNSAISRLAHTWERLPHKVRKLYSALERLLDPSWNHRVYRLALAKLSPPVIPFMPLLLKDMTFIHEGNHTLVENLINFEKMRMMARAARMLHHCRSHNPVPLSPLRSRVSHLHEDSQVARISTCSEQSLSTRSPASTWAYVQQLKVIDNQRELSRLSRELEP
#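 Fluorescent GDP-exchange assay: 100 nM EPAC1 with 250 nM Rap1B preloaded with BODIPY-GDP and 50 uM GDP; compounds tested as concentration series, 5 min at room temperature, then read every 5 min for 30 min (ex 480/em 540 nm); normalized to 6.5 mM cAMP.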
# EPAC2 agonist: qHTS for Agonist of cAMP-regulated guanine nucleotide exchange factor 4 (EPAC2): primary screen | 0.079% of 360,000 active | Rap guanine nucleotide exchange factor 4 (Homo sapiens), Q8WZA2 | Potency, µM (top dose mostly 154 µM), for inactives: at the highest dose activation, actives largely listed as activators | EPAC2 activation, biochemical qHTS; response scale: 100% = 6.5 mM cAMP response; further: nearly all actives have a fitted effect of over 50% in size
#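 Setup: EPAC2 100 nM, labeled Rap1B complex 250 nM, free GDP 50 uM. Compound titrations pinned in, brief spin, 5 min room temperature incubation. Kinetic fluorescence read over 30 min, normalized to 6.5 mM cAMP.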
# EPAC2 antag: qHTS for Antagonist of cAMP-regulated guanine nucleotide exchange factor 2 (EPAC2): primary screen; Potency, µM (series often up to 114 µM), for inactives: top-dose activity, negative = inhibition, hits mostly inhibitors; AID 720708, 2013; EPAC2 GEF exchange of Rap1B-BODIPY-GDP, fluorescence; 0.18% of 360,000 active; further: on the % scale 0 is the no-effect control and ±100 the full control effect; nearly all actives have a fitted effect of over 45% in size; many of its hits are not listed in these tables
# aSyn rescue: qHTS of alpha-syn Inhibitors. Yeast expressing alpha-synuclein, growth rescue, BacTiter-Glo, 24 h. Potency, µM (series often up to 46.1 µM), inactives show at the top dose growth rescue (activation), most hits filed as activators. 0.14% of 370,000 active; further: % of control where 0% means no effect; nearly all actives have a fitted effect of over 65% in size
#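 Readout is rescue of growth in alpha-synuclein-expressing yeast, so inhibitors of toxicity appear as activators. Growth after 24 hr at 30 deg C in galactose medium is quantified by luminescence.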
# FUS suppressor: qHTS for Suppressors of FUS Proteinopathy: Primary screen using FUS-linked yeast assay; S. cerevisiae FUS-expressing, growth rescue, OD600, 24 h; Potency, µM (series often up to 76.6 µM), for the others: at the top dose growth rescue (activation), usual class: activators; 0.24% of 390,000 active; AID 1347120, 2019;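 further: plate controls were DMSO vehicle for no effect and reference control for full effect; nearly all actives have a fitted effect of over 55% in size; some results filed as inactive show a strong effect at the top dose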
#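 Restored growth of FUS-toxic S. cerevisiae, read as 600 nm absorbance after 24 h at 30C in galactose medium (starting OD 0.005). Controls CP55940 and DMSO.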
# EPAC1 antag: qHTS for Antagonist of cAMP-regulated guanine nucleotide exchange factor 3 (EPAC1): primary screen | EPAC1 GEF assay, Rap1b-BODIPY-GDP exchange fluorescence | Potency, µM (series often up to 115 µM), for inactives: at the top dose activity change, negative = inhibition, usual class: inhibitors | 0.14% of 360,000 active | AID 720709, 2013;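 further: plate controls were vehicle for no effect and positive control for full effect; nearly all actives have a fitted effect of over 50% in size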
# PTHR1 agonist: qHTS for PTHR1 Agonists: Primary Screen; Parathyroid hormone/parathyroid hormone-related peptide receptor (Homo sapiens), Q03431; HEK293 GP2 PTHR1 cells, GloSensor cAMP luminescence, 1 h; Potency, µM (highest dose often 115 µM), inactives show top-dose activation, actives largely listed as activators; 0.075% of 410,000 active; further: nearly all actives have a fitted effect of over 55% in size; some results filed as inactive show a strong effect at the top dose; inactives centre near -15; many of its hits are not listed in these tables
#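 HEK-293-derived GP2 cells expressing PTHR1 and a GloSensor cAMP reporter, 3,000/well, plated overnight, given luciferin plus IBMX (each 0.5 mM as added) for 1 h at 37 °C, then compound for 1 h at 37 °C. Luminescence was read after 15 min at room temperature.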
# Starred values were filed as active, the others as inactive; i = inactive; ? = inconclusive; / = no result given; & = joins results of further samples; [ ] = dose if it differs, or a comment. The call rests on the fitted dose curve; in most records, active means well fitted curve in the direction sought with a large enough effect; inconclusive means small, poorly fitted or top-dose-only effect, or another doubt; inactive means no such curve, though single readings can be large; an effect the other way counts as inactive or inconclusive. Potency means the concentration at half of the fitted maximal effect. These rows are one share of the data; rates above refer to the full screens.
SMILES,TDP-43 yeast inh,EPAC1 agonist,EPAC2 agonist,EPAC2 antag,aSyn rescue,FUS suppressor,EPAC1 antag,PTHR1 agonist
CCCC(C)c1nnc(NC(=O)C2CC(=O)N(c3ccc(OCC)cc3)C2)s1 (centres undefined),-16%,5%,9%,1%,3%,37%,-11%,i
C[C@H](CO)N1C[C@H](C)[C@@H](CN(C)S(=O)(=O)c2cccs2)Oc2c(NC(=O)c3ccncc3)cccc2C1=O,2%,-12%,6%,8%,-5%,21%,-4%,-5%
O=C1C2C3C=CC(C3)C2C(=O)N1c1cccc2ccccc12 (centres undefined),6%,14%,3%,0%,0%,-1%,-8%,i
Cc1ccc(-c2nc(CN(CC3CCC3)CC3CCCO3)c(C)o2)s1 (centres undefined),-20%[0.397 µM],-4%,-2%,16%,1%,16%,-5%,i
COc1cc(/C=N/NC(=O)c2ccc(N(C)S(=O)(=O)c3ccccc3)cc2)cc(OC)c1OC,-4%,5%,12%,-3%,5%,/,-8%,-40%[inhibitor]
COc1ccccc1-c1nc(C#N)c(NCCCn2ccnc2)o1,-4%,3%,3%,0%,-1%,-12%,1%,i
COc1ccc(NC(=O)N2CCc3cc(OC)c(OC)cc3C2)cc1,28%,2%,12%,-4%,-1%,11%,-13%,i
COc1ccc(-n2c(CNC(=O)c3cccs3)n[nH]c2=S)cc1,10%,11%,9%,1%,0%,-1%,-1%,-41%[inhibitor]
O=C(Nc1c(F)cccc1F)c1ccc(-n2cncn2)nc1,5%,-6%,4%,7%,-5%,-4%,-2%,-6%[57.5 µM]
Cc1ccc2nc(C)cc(N/N=C/c3cccnc3)c2c1,12%,-2%,9%,-7%,6%,3%,-5%,i
Cc1ccc(NC(=O)CCSCCc2ccccn2)cc1,-4%&15%,7%,7%,2%,3%,0%&19%,4%,i
Cc1cc2cc3n(c2nn1)N=C(Cl)CC3,26%,1%,6%,4%,2%,-1%,7%,i
COc1ccc(Nc2nc(N3CCCC3)nc(N3CCOCC3)n2)cc1,/,-2%,3%,2%,/,-9%,-4%,-22%
CCC(=O)Nc1ccc(C(=O)CSc2nnc(-c3ccc(O)cc3)n2CC2CCCO2)cc1OC (centres undefined),-7%,-6%,4%,4%,4%,19%,-3%,i
C(=C\c1nccc2c1[nH]c1ccccc12)/c1ccccc1,28%,20%,20%,-14%,12%,-12%,-11%,i
COC(=O)c1ccccc1NC(=O)c1ccccc1SC,-2%,14%,16%,-10%,-3%,18%,-11%,-7%[57.5 µM]
CCN1CCN(c2ccc(NC(=O)c3cccc(F)c3)cc2Cl)CC1,-6%,5%,5%,3%,-5%,9%,6%,-3%
CC1CCCC(C)N1C(=O)CN1C(=O)NC2(CCCCCC2)C1=O (centres undefined),16%,0%,-11%,-6%,4%,-13%,7%,i
Cc1ccc(S(=O)(=O)Nc2cc(Cl)ccc2-n2cncn2)cc1,0%,-1%,-4%,3%,-8%,/,7%,i
Cc1cc(NC(=O)CSc2n[nH]c(CC(C)C)n2)no1,0%,-1%,4%,12%,-5%,6%,9%,i
Cn1c(NC(=O)Cc2cccc3ccccc23)cc(=O)n(C)c1=O,25%,-17%,3%,-4%,8%,13%,7%,-75%[inhibitor]
CCn1c(CNC(=O)c2ccccc2)nc2ccccc21,-7%,2%,6%,-3%,-1%,11%,-4%,i
CC1=C(C(=O)N(C)C)CC(CC(=O)NCCN2CCOCC2)C(=O)N1Cc1ccccc1 (centres undefined),11%,-7%,6%,-1%,-8%,-16%,14%,-20%
CCCCn1nc2cc(C(=O)N(CC)c3ccc(OC)cc3)ccc2c1OCC,12%,-7%,8%,-1%,3%,11%,8%,-18%
O=C(CSc1ccccc1C(=O)NCc1ccccc1)NC12CC3CC(CC(C3)C1)C2,-7%,-2%,9%,2%,17%,/,-1%,-67%[inhibitor]
CCOC(=O)C1=CCC(c2ccccc2C)N(S(=O)(=O)c2ccc(C)cc2)C1 (centres undefined),-6%,-5%,12%,-4%,0%,15%,-7%,-20%
Cc1cc(-n2c(C)cc(C(=O)COC(=O)CN=C3NS(=O)(=O)c4ccccc43)c2C)no1,-6%,1%,12%,-3%,8%,32%,-18%,i
CCCCCCCNC(=O)C1(CC2CC(c3cccc(Br)c3)=NO2)CCN(C(=O)Cc2ccc(F)cc2)CC1 (centres undefined),0%,-11%,-7%,4%,1%,16%,-5%,-15%
Cc1nc(N)sc1-c1csc(Nc2ccccn2)n1,9%,4%,16%,-1%,4%,44%,4%,-15%[57.5 µM]
COCC(C)NC(=O)CSc1nc2ccccc2n1CCc1ccccc1 (centres undefined),-21%,-1%,16%,-6%[57.1 µM],-2%,7%,-6%,12%
Cc1nnc(NC(=O)CN2CCN(Cc3ccccc3Cl)CC2)s1,2%,13%,12%,6%,-2%,-11%,4%,-5%
CC(C)(C)OC(=O)N1CCC(NC(=O)c2[nH]cnc2C(=O)Nc2ccccc2F)CC1,12%,9%,-13%,-19%,-21%,3%,-2%,-10%
Fc1ccccc1-c1nnc2c3ccccc3nc(N3CCOCC3)n12,?,-1%,8%,10%,0%,15%,-10%,-3%
COc1cc(/C=C/C(=O)/C=C(O)/C=C/c2ccc(O)c(OC)c2)ccc1O,-92%[inhibitor],-21%,8%,6%,-67%[inhibitor],44%,3%,-50%[inhibitor]
CC(NC(=O)N1CCOCC1)c1ccccc1 (centres undefined),-22%,14%,6%,2%,2%,-26%,-20%,i
COC(=O)[C@]1(C)N[C@H](CN(C)C(=O)COc2ccccc2)[C@@H]2C(=O)N(C)C(=O)[C@@H]21,3%,-10%,-5%,5%,1%,-20%,0%,-15%
COc1ccc(NC(=O)CN2C(=O)CC(c3ccco3)Sc3ccccc32)cc1OC (centres undefined),-17%,/,/,/,7%,42%,/,i
Cc1[nH]n(-c2ccc([N+](=O)[O-])cc2)c(=O)c1C=NCCc1c(C)[nH]c2ccccc12,-5%,1%,20%,-15%,-4%,/,?,-36%[inhibitor]
Cc1cc2[nH]c(=O)c(=O)[nH]c2cc1S(=O)(=O)NCc1ccccc1,5%,5%,5%,-4%,-3%,-20%,-13%,i
Cc1nc2ccccc2n1CC(=O)NCCN1CCOCC1,0%,6%,9%,-5%,-1%,-3%,-6%,7%[57.5 µM]

# Continued; it opens with the 7 that closed the last part.
SMILES,TDP-43 yeast inh,EPAC1 agonist,EPAC2 agonist,EPAC2 antag,aSyn rescue,FUS suppressor,EPAC1 antag,PTHR1 agonist
COc1cc(/C=C/C(=O)/C=C(O)/C=C/c2ccc(O)c(OC)c2)ccc1O,-92%[inhibitor],-21%,8%,6%,-67%[inhibitor],44%,3%,-50%[inhibitor]
CC(NC(=O)N1CCOCC1)c1ccccc1 (centres undefined),-22%,14%,6%,2%,2%,-26%,-20%,i
COC(=O)[C@]1(C)N[C@H](CN(C)C(=O)COc2ccccc2)[C@@H]2C(=O)N(C)C(=O)[C@@H]21,3%,-10%,-5%,5%,1%,-20%,0%,-15%
COc1ccc(NC(=O)CN2C(=O)CC(c3ccco3)Sc3ccccc32)cc1OC (centres undefined),-17%,/,/,/,7%,42%,/,i
Cc1[nH]n(-c2ccc([N+](=O)[O-])cc2)c(=O)c1C=NCCc1c(C)[nH]c2ccccc12,-5%,1%,20%,-15%,-4%,/,?,-36%[inhibitor]
Cc1cc2[nH]c(=O)c(=O)[nH]c2cc1S(=O)(=O)NCc1ccccc1,5%,5%,5%,-4%,-3%,-20%,-13%,i
Cc1nc2ccccc2n1CC(=O)NCCN1CCOCC1,0%,6%,9%,-5%,-1%,-3%,-6%,7%[57.5 µM]
Cc1ccc(C(=O)COC(=O)c2nc(Cl)ccc2Cl)cc1,?,5%,14%,-9%,22%,7%,0%,i
CCOC(=O)[C@@H]1[C@H]2COc3cc(OC)ccc3[C@@H]2N2C(=O)N(c3cccc(C)c3)C(=O)[C@@]12C,20%,-20%,2%,4%,10%,21%,6%,-23%
COc1ccc(/C=N/NC(=O)c2cccnc2)c2ccccc12,5%,5%,2%,0%,2%,-4%,-4%,i
CC(C)CC(=O)Nc1ccccc1-c1nnn(CC(=O)N2CCc3ccccc3C2)n1,0%,-2%,0%,2%,2%,3%,3%,-25%
CCc1ccc(-c2nc3ccc(Br)cc3c(C(=O)O)c2C)s1,35µM*,-3%,-9%,-8%,-36%[inhibitor],-23%&-12%,-28%,-29%&-34%
O=C(COc1ccc(F)cc1)Nc1nc(-c2ccccn2)cs1,-54%[inhibitor],9%,3%,12%,-20%,17%,4%,i

# Full records, quoted from the list. Screens in order: TDP-43 yeast inh | EPAC1 agonist | EPAC2 agonist | EPAC2 antag | aSyn rescue | FUS suppressor | EPAC1 antag | PTHR1 agonist
# Cc1cc(-n2c(C)cc(C(=O)COC(=O)CN=C3NS(=O)(=O)c4ccccc43)c2C)no1 as listed: -6% | 1% | 12% | -3% | 8% | 32% | -18% | i
# COc1ccc(NC(=O)CN2C(=O)CC(c3ccco3)Sc3ccccc32)cc1OC (centres undefined) as listed: -17% | / | / | / | 7% | 42% | / | i
# CCCCCCCNC(=O)C1(CC2CC(c3cccc(Br)c3)=NO2)CCN(C(=O)Cc2ccc(F)cc2)CC1 (centres undefined) as listed: 0% | -11% | -7% | 4% | 1% | 16% | -5% | -15%
# Cc1ccc(NC(=O)CCSCCc2ccccn2)cc1 as listed: -4%&15% | 7% | 7% | 2% | 3% | 0%&19% | 4% | i
# COc1cc(/C=N/NC(=O)c2ccc(N(C)S(=O)(=O)c3ccccc3)cc2)cc(OC)c1OC as listed: -4% | 5% | 12% | -3% | 5% | / | -8% | -40%[inhibitor]
